RGS4 inh – Inhibitors of Regulator of G Protein Signaling (RGS) 4: qHTS; Regulator of G-protein signaling 4 (Homo sapiens), P49798; Transcreener GDP fluorescence polarization, RGS4-accelerated GTP hydrolysis; Potency, µM (titrated, usually from 114 µM), inactives show at the highest dose activity change, negative = inhibition, most hits filed as inhibitors; actives 0.039% (n = 390,000); note: potency is the fitted concentration of half-maximal effect; % is set by controls: 0 for no effect and ±100 for the full control effect; nearly all actives have a fitted effect of over 75% in size; some results filed as inactive show a strong effect at the top dose
Target sequence (P49798 whole entry, looked up): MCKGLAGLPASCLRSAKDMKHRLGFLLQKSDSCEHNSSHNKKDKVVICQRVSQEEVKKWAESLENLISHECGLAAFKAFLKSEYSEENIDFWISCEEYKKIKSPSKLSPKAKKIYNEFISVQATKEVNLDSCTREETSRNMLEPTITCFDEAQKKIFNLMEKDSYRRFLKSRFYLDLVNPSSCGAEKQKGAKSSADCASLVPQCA
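MLSMR compounds (23 nl, pin-transferred) preincubated 10 min at room temperature with a 500nM (2x) first reagent, then RGS4 at 900nM (2x) plus Transcreener GDP mix added; fluorescence polarization (620/688 nm) read before and after 90 min at 30 °C.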
PI4K2A block – qHTS for small molecular inhibitors of PI4K2A. Phosphatidylinositol 4-kinase type 2-alpha (Homo sapiens), Q9BTU6. purified PI4K2A, ADP-Glo luminescence, 1 h; active compounds read low. activity change, negative = inhibition, % at 76.9 µM. actives 0.13% (n = 420,000). AID 1346378, 2018; in the data active = activity change below about -50%; inconclusive = mostly about -30% to -49%;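 note: -100% = wells without enzyme as full effect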
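ADP-Glo luminescence measured ADP generated by PI4K2A enzyme (4 ug/mL before mixing) with 1.2 mM PI substrate (pre-mix) and 300 microM ATP (pre-mix). Tris pH7.5 buffer with MgCl2, Triton X-100; 1 h reaction at ambient temperature.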
GLS inhibitor – qHTS for Inhibitors of Glutaminase (GLS) | Glutaminase kidney isoform, mitochondrial (Homo sapiens), O94925 | GLS enzymatic activity, qHTS titration | Potency, µM (highest dose often 45.5 µM), without a hit: top-dose activity change, negative = inhibition, usual class: inhibitors | actives 0.21% (n = 410,000); note: potency is the fitted concentration of half-maximal effect; % is set by controls: 0 for no effect and ±100 for the full control effect
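Assay buffer: 45 mM KH2PO4 pH 8.2, 0.02% Tween-20. hKGA acts on L-glutamine (1 mM solution added); product glutamate is reported by an oxidase/peroxidase Amplex Red coupling, with fluorescence taken at baseline and 30 min.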
ERG-DNA inh – qHTS for Small Molecule Inhibitors of the ERG Ets/DNA interaction; Transcriptional regulator ERG (Homo sapiens), P11308; fluorescence polarization, His-ERG Ets domain / labelled DNA; Potency, µM (titrated, usually from 76.9 µM), inactives show at the top dose FP activity, negative = inhibition, most hits filed as inhibitors; actives 0.028% (n = 370,000); AID 624246, 2012; active = well fitted inhibition curve with a large enough effect in the polarisation, with a control signal flat; inconclusive = small, poorly fitted or top-dose-only effect, or effect the other way, or a change in a side signal; inactive = no such curve, though single readings can be large or run the other way; the % refers to the polarisation;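 note: polarization taken with two DNA probes labelled with fluorescein and Texas red; potency is the fitted concentration of half-maximal effect; % of control where 0% means no effect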
Target sequence (P11308 whole entry, looked up, the tested form may be a part): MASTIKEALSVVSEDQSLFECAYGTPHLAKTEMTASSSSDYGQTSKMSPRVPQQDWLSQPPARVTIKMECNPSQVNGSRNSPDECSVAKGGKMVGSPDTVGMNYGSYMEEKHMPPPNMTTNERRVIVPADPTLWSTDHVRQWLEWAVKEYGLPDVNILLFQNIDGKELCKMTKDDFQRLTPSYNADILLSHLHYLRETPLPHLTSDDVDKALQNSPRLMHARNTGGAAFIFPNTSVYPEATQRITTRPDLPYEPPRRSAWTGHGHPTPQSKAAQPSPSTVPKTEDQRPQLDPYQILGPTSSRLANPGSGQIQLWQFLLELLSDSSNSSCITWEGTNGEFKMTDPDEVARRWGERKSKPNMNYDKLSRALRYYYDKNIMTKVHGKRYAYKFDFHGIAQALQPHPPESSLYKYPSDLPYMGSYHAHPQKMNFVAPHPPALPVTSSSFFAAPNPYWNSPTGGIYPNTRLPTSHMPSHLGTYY
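His-tagged ERG Ets domain (1 uM in the protein solution; 300mM KCl, 50mM Tris-HCl, 1mM EDTA, 1mM DTT, pH 7.5) received compound, then a probe mix of 5 nM fluorescein-DNA and 100nM Texas-615-DNA. Fluorescence polarization was read for both dyes.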
12-LOX inh – Primary qHTS assay for inhibitors of human arachidonate 12S-lipoxygenase (ALOX12): Round 2 | Polyunsaturated fatty acid lipoxygenase ALOX12 (Homo sapiens), P18054 | purified 12hLO, xylenol orange hydroperoxide absorbance | Potency, µM (titrated, usually from 108 µM), for inactives: at the highest dose activity change, negative = inhibition, hits mostly inhibitors | actives 1.1% (n = 580,000); note: potency is the fitted concentration of half-maximal effect; % is set by controls: 0 for no effect and ±100 for the full control effect
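Purified human 12hLO (150 nM final) in 25 mM Hepes, 0.01% Triton X-100, pH 7.0 was preincubated 15 min at room temperature with compound. Then 40 uM arachidonic acid was added, 30 min. Hydroperoxide was read by Fe-XO absorbance ratio 573/405 nm.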
HP1b chromo inh – HTS for Inhibitors of HP1-beta Chromodomain Interactions with Methylated Histone Tails. Chromobox protein homolog 1 (Homo sapiens), P83916. AlphaScreen HP1-beta / biotin-H3K9me3 peptide binding. Potency, µM (top dose mostly 114 µM), inactives show top-dose activity change, negative = inhibition, hits mostly inhibitors. actives 0.56% (n = 390,000); note: potency is the fitted concentration of half-maximal effect; nearly all actives have a fitted effect of over 70% in size; inactives centre near 23
Target sequence (P83916 whole entry, looked up): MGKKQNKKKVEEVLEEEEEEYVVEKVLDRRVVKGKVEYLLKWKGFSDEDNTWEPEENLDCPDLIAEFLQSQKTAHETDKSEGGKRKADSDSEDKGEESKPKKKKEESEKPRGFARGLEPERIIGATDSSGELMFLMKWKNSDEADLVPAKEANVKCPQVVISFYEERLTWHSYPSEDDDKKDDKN
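HP1-beta protein (50 nM final) preincubated 30 min at room temperature with biotinylated H3(1-18)K9me3 peptide (50 nM) in PBS pH 7.4, 0.01% Tween-20, then compound added for 30 min. AlphaScreen streptavidin donor/nickel chelate acceptor beads (10 ug/mL final), 30 min dark, luminescence read.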
BAZ2B block – qHTS Assay for Inhibitors of BAZ2B. Bromodomain adjacent to zinc finger domain protein 2B (Homo sapiens), Q9UIF8. AlphaScreen BAZ2B-H3K14Ac peptide displacement. Potency, µM (doses to about 114 µM), for inactives: at the highest dose activity change, negative = inhibition, actives largely listed as inhibitors. actives 4.4% (n = 360,000). AID 504333, 2011; note: potency is the fitted concentration of half-maximal effect; % is set by controls: 0 for no effect and ±100 for the full control effect; nearly all actives have a fitted effect of over 60% in size
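AlphaScreen luminescence quantifies BAZ2B engagement of H3K14Ac peptide; the protein and biotinylated peptide are both at 50 nM final, buffer PBS pH 7.4 with 0.01% Tween-20, all steps at room temperature.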
JMJD2A Tudor – qHTS Assay for Inhibitors of JMJD2A-Tudor Domain | Lysine-specific demethylase 4A (Homo sapiens), O75164 | AID 504339, 2011 | AlphaScreen JMJD2A-Tudor / H3K4me3 peptide binding | actives 4.4% (n = 390,000) | Potency, µM (series often up to 114 µM), without a hit: top-dose activity change, negative = inhibition, actives largely listed as inhibitors; note: potency is the fitted concentration of half-maximal effect; % is set by controls: 0 for no effect and ±100 for the full control effect; nearly all actives have a fitted effect of over 50% in size
G9a inh – qHTS Assay for Inhibitors of Histone Lysine Methyltransferase G9a; G9a H3K9 monomethylation, AlphaScreen, 2 h; Potency, µM (series often up to 102 µM), inactives show at the highest dose activity, negative = inhibition, hits mostly inhibitors; actives 8.8% (n = 350,000); note: potency is the fitted concentration of half-maximal effect; % is set by controls: 0 for no effect and ±100 for the full control effect; nearly all actives have a fitted effect of over 75% in size
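Readings reflect AlphaScreen signal from monomethyl-H3K9 antibody detection. HMT at 20 nM; substrate b-H3K9 500 nM; cofactor SAM 20 uM; 2 h RT reaction; compounds tested as titrations in qHTS with 15 min preincubation.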
* hit, by the source's call; ? = inconclusive; · = not tested or not shown; & = joins results of further samples; [ ] = dose if it differs, or a comment. Unless noted, calls come from the whole dose curve; as a rule, active = well fitted curve in the direction sought with a large enough effect; inconclusive = small, poorly fitted or top-dose-only effect, or another doubt; inactive = no such curve, though single readings can be large; an effect the other way counts as inactive or inconclusive. Only part of the results is shown, so the mix of outcomes need not match the whole.

G9a inh	GLS inhibitor	JMJD2A Tudor	BAZ2B block	ERG-DNA inh	HP1b chromo inh	RGS4 inh	PI4K2A block	12-LOX inh	Structure
20%[2.33 µM]	-1%	-2%	3%	-8%	54%[activator]	4%	-5	?	CCN(CC)CCn1cnc2c1c(=O)[nH]c(=O)n2Cc1ccccc1
2%[59 µM]	-9%	0%	·	3%	33%	0%	2	-20%	COc1ccc(-n2nc(C(=O)Nc3ccc(Cl)cn3)c3c4ccccc4n(C)c3c2=O)cc1
7.9µM*	1%	-6%[11.4 µM]	20µM*	6%	?	-37%	-11	?	COc1cc(OC)cc(C(=O)N2CCN(Cc3ccccc3[N+](=O)[O-])CC2)c1
·	0%	-5%	·	33%[activator]	27%	-15%	3	-17%	CC(C)NC1(C#N)CCN(Cc2ccccc2)CC1
-5%[59 µM]	12%	-17%	-36%	0%	27%	-11%	-5	-7%	Cc1cccc(NC(=S)N2CCN(c3cc(C)ccc3C)CC2)c1
22%[59 µM]	8%	-13%&-15%	6%	17%	42%&21%[activator]	1%&14%	1	-10%	C=CC(=O)N1C/C=C\C(c2ccc(OC)cc2)N(Cc2ccc(F)cc2)C(=O)C1 (configuration not stated)
23%[59 µM]	-3%	25%	1%	0%	36%	-10%	-4	0%	O=C(Cc1cccc2ccccc12)Nc1ccc(-c2cc3ccccc3oc2=O)cc1
4%[59 µM]	3%	-35%	-1%	2%	37%[activator]	-4%	0	-21%	Cc1ccccc1CSCc1ccc(C(=O)NCCc2ccccc2)o1
-6%[2.33 µM]	4%	-27%	0%	-2%	15%	1%	3	-24%	O=C(CCSc1ccccc1)Nc1nc2c(s1)CCCC2
-7%[0.501 µM]	-3%	-19%	-5%	18%	62%[activator]	-9%	-27	0%	Cc1cc(C)n(CC(=O)NC2CCCN(Cc3ccc(Cl)cc3)C2)n1 (configuration not stated)
1%[59 µM]	-15%	-10%	9%	-1%	1%[57 µM]	18%	4	-19%	CC(=O)c1ccc(NC(=O)CSc2nc(-c3cccc(F)c3)nc3c2c(=O)n(C)c(=O)n3C)cc1
21%[59 µM]	18%	112%[activator]	12%	·	165%[activator]	10%	1	17%	Cc1cccc(-c2noc(Cc3ccccc3)n2)c1
-8%[59 µM]	-1%	-1%	5%	1%	43%[activator]	-8%	-2	8%	Cc1cccc(NC(=O)CCC(=O)N/N=C/c2ccco2)c1C
-30%[59 µM]	-4%	-28%	-36%	-1%	2%	13%	5	-24%	CCOc1ccc(-n2c(Cc3ccccc3)nnc2SCc2nc(-c3cccs3)no2)cc1
1%[59 µM]	4%	-20%	11%	0%	24%	-2%	4	-15%	CC(c1ccccc1)N1C(=O)C2C3CCC(C3)C2C1=O (configuration not stated)
6%[12.7 µM]	1%	8%	-5%	-18%	25%	-11%	0	-2%	O=[N+]([O-])c1ccc(Cc2ccccn2)cc1
?	-6%	-6%	-25%	-19%	21%	-45%	-3	-24%	CC1CCCC(C)N1C(=O)COC(=O)CNC(=O)c1sc2ccccc2c1Cl (configuration not stated)
-44%	1%	-12%	11%	-1%	50%[activator]	11%	0	6%[57.4 µM]	CC(=O)Nc1cc(-c2nn3c(C)nnc3s2)ccc1C
32µM*	26%	-14%	?	6%	45%[activator]	-28%	-5	-13%	CC(C)OC(=O)CC1C(=O)NCCN1C(=S)NC(=O)c1ccccc1 (configuration not stated)
-10%	4%	-6%	3%	-7%	32%	38%	9	399%[activator]	CC12CCC(C(=O)Nc3ccncc3)(CC1O)C2(C)C (configuration not stated)
28%[0.0925 µM]	-13%	-18%	18%	-8%	18%	-6%	3	-4%	COc1ccc(CCn2c(=N)c(C(=O)NCC3CCCO3)cc3c(=O)n4ccccc4nc32)cc1OC (configuration not stated)
13µM*	0%	-35%	-27%	-3%	-5%	-12%	4	-7%	CCCC(=O)NC(c1ccco1)c1c(O)ccc2ccccc12 (configuration not stated)
99%[activator][59 µM]	11%	0%[57.1 µM]	10%	0%	31%	22%	2	?	Cc1c(C(=O)N/N=C/c2cccs2)nc2ccccn12
11%	30%	2%	-4%	6%	20%	-49%	-1	3%&107%	Cc1ccc(-c2n[nH]c(=O)c3ccccc23)cc1S(N)(=O)=O
3%[59 µM]	1%	-24%	-6%	-5%	21%	10%	1	6%	O=c1cc(-c2ccccc2)n2c(SCc3ccc([N+](=O)[O-])cc3)nnc2[nH]1

Exported with tabs: entries from further up.
molecule	G9a inh	GLS inhibitor	JMJD2A Tudor	BAZ2B block	ERG-DNA inh	HP1b chromo inh	RGS4 inh	PI4K2A block	12-LOX inh
Cc1cccc(NC(=S)N2CCN(c3cc(C)ccc3C)CC2)c1	-5%[59 µM]	12%	-17%	-36%	0%	27%	-11%	-5	-7%
C=CC(=O)N1C/C=C\C(c2ccc(OC)cc2)N(Cc2ccc(F)cc2)C(=O)C1 (configuration not stated)	22%[59 µM]	8%	-13%&-15%	6%	17%	42%&21%[activator]	1%&14%	1	-10%
O=C(Cc1cccc2ccccc12)Nc1ccc(-c2cc3ccccc3oc2=O)cc1	23%[59 µM]	-3%	25%	1%	0%	36%	-10%	-4	0%
Cc1ccccc1CSCc1ccc(C(=O)NCCc2ccccc2)o1	4%[59 µM]	3%	-35%	-1%	2%	37%[activator]	-4%	0	-21%
O=C(CCSc1ccccc1)Nc1nc2c(s1)CCCC2	-6%[2.33 µM]	4%	-27%	0%	-2%	15%	1%	3	-24%
Cc1cc(C)n(CC(=O)NC2CCCN(Cc3ccc(Cl)cc3)C2)n1 (configuration not stated)	-7%[0.501 µM]	-3%	-19%	-5%	18%	62%[activator]	-9%	-27	0%

More compounds
G9a inh	GLS inhibitor	JMJD2A Tudor	BAZ2B block	ERG-DNA inh	HP1b chromo inh	RGS4 inh	PI4K2A block	12-LOX inh	Structure
-3%[12.7 µM]	8%	-20%	-3%	-8%	23%	8%	1	-6%	CC(C(=O)NCC1CCCO1)N(C(=O)c1snc(C(N)=O)c1N)c1ccccc1 (configuration not stated)
-8%[59 µM]	-2%	-12%	-26%[57.1 µM]	-5%	24%	-7%	0	-8%	COc1ccc(C(=O)c2cn(Cc3ccc(F)cc3)c3ccc(C)cc3c2=O)cc1
4%[59 µM]	-2%	-16%	4%	0%	16%	12%	0	-17%	COc1ccc(Cl)cc1C(=O)OCC(=O)c1ccc[nH]1
-27%[59 µM]	6%	-21%	-5%	2%	15%	-6%	1	-1%	COc1ccc2c(c1)OC(O)(C(F)(F)F)CC2=O (configuration not stated)
2%	1%	-5%	-2%	13%	31%	-12%	2	?	CC1C(=O)Nc2ccccc2N1C(=O)c1ccc(F)cc1F (configuration not stated)
13%	-7%	-5%	1%	6%	36%	-2%	41	-18%	Cc1c(NC(=O)c2cnc(Cl)c(Cl)c2)c(=O)n(-c2ccccc2)n1C
0%[59 µM]	11%	18%	8%	-8%	55%[activator]	-4%	-4	3%	COc1ccc(N(C(=O)c2cccnc2)S(=O)(=O)c2ccc3c4c(cccc24)C(=O)N3C)cc1
20%	0%	-14%	-11%	6%	82%[activator]	-16%	2	28%	CC(NC(=O)c1cccs1)C(S)c1ccccc1 (configuration not stated)
-9%	-6%	0%	9%	-2%	34%	-34%	1	-13%	COc1ccc(C(=O)NCCNc2ccc([N+](=O)[O-])cc2)cc1OC
-2%	8%	-13%	-24%	-7%	29%	19%	0	-5%	CCCc1cc(=O)[nH]c(SCC(=O)Nc2ccc3c(c2)CCC3)n1
44%[12.7 µM]	7%	-1%	-3%	-14%	41%[activator]	-22%	1	3%	C=CCNC(=S)N(CC)c1cccc2ccccc12
-12%	2%	-1%	-3%	-5%	15%	22%	-1	-16%	O=C(c1cccs1)N1CCC(c2nc3c(nnn3Cc3ccccc3)c(=O)[nH]2)CC1

High-throughput results deposited in PubChem BioAssay by National Center for Advancing Translational Sciences (NCATS).
